PI4K2A inh: PI4K2A (human) kinase inhibition | activity change, negative = inhibition, % at 76.9 µM | AID 1346378 | purified PI4K2A, ADP-Glo luminescence, 1 h; active compounds read low | Q9BTU6 | 420,000 compounds, 0.13% hits; in the data active means activity change below about -50%; inconclusive means mostly about -30% to -49%;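 further: -100% = wells without enzyme as full effect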
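ADP-Glo luminescence measured ADP generated by PI4K2A enzyme (4 ug/mL before mixing) with 1.2 mM PI substrate (pre-mix) and 300 microM ATP (pre-mix). Tris pH7.5 buffer with MgCl2, Triton X-100; 1 h reaction at ambient temperature.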
Pin1 inh: inhibitors of human Pin1. Potency, µM (highest dose often 115 µM), for inactives: at the highest dose activity, negative = inhibition, most hits filed as inhibitors. Q13526. Pin1 FP peptide displacement, HiFluor488, 10 min. 390,000 compounds, 0.009% hits. AID 504891; active means well fitted inhibition curve with a large enough effect in the polarisation, with a control signal flat, not every such curve was filed as active; inconclusive means small, poorly fitted or top-dose-only effect, or effect the other way, or a change in a side signal; inactive means no such curve, though single readings can be large or run the other way; the % refers to the polarisation; further: potency means the concentration at half of the fitted maximal effect; on the % scale 0 is the no-effect control and ±100 the full control effect
TrxR1 inh: blocks rat thioredoxin reductase 1; recombinant rTrxR1, NADPH fluorescence consumption, selenite substrate; Potency, µM (top dose mostly 114 µM), for inactives: at the highest dose activity change, negative = inhibition, usual class: inhibitors; 390,000 compounds, 1% hits; further: potency means the concentration at half of the fitted maximal effect; on the % scale 0 is the no-effect control and ±100 the full control effect; nearly all actives have a fitted effect of over 65% in size
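Rat TrxR1 (90 nM in the dispensed reagent) was pre-reduced with 400 uM NADPH for 5 min at room temperature, then incubated with compound for 15 min. After 400 uM selenite was added, NADPH fluorescence (Ex 340/Em 450 nm) was followed for 8 min.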
TrxR1 substrate: substrates of rat thioredoxin reductase 1; purified TrxR1 substrate turnover, NADPH consumption readout; Potency, µM (doses to about 114 µM), for the others: top-dose activity change, negative = substrate turnover; 390,000 compounds, 0.01% hits; AID 588456; further: potency means the concentration at half of the fitted maximal effect; on the % scale 0 is the no-effect control and ±100 the full control effect; nearly all actives have a fitted effect of over 50% in size
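Rat TrxR1, dispensed at 90 nM, was prereduced with 400 uM NADPH (final) for 5 min at ~22 deg C, then incubated with compound 15 min before 400 uM selenite. A first-read NADPH fluorescence drop versus no-compound background flagged substrates.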
HP1b chromo inh: inhibitors of HP1-beta chromodomain binding to methylated histone tails | AlphaScreen HP1-beta / biotin-H3K9me3 peptide binding | AID 540317 | P83916 | Potency, µM (doses to about 114 µM), inactives show top-dose activity change, negative = inhibition, actives largely listed as inhibitors | 390,000 compounds, 0.56% hits; further: potency means the concentration at half of the fitted maximal effect; nearly all actives have a fitted effect of over 70% in size; inactives centre near 23
Target sequence (P83916 whole entry, looked up): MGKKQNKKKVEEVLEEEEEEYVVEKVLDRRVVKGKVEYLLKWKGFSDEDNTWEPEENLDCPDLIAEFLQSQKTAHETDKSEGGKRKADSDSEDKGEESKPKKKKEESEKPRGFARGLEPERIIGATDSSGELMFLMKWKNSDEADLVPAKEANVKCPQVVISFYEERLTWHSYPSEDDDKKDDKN
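Compound inhibition of the preformed complex between 50 nM HP1-beta and 50 nM biotinylated H3K9me3 peptide was read by AlphaScreen. Buffer was PBS pH 7.4 with 0.01% Tween-20. Incubations ran 30 min at room temperature, with 10 ug/mL donor/acceptor beads.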
IDH1 R132H inh: inhibitors of human mutant IDH1 R132H; O75874; IDH1-R132H enzyme, NADPH consumption, diaphorase/resazurin fluorescence; Potency, µM (highest dose often 76.6 µM), inactives show top-dose activity change, negative = inhibition, hits mostly inhibitors; 390,000 compounds, 0.093% hits; further: potency means the concentration at half of the fitted maximal effect; on the % scale 0 is the no-effect control and ±100 the full control effect; nearly all actives have a fitted effect of over 65% in size
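IDH1-R132H (0.5 ug/mL dispensed) in pH 7.5 Tris buffer was preincubated 30 min with compound, then given a substrate mix of 0.016 mM NADPH and 2 mM alpha-KG for 80 min at room temperature; remaining NADPH was read by diaphorase/resazurin fluorescence.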
USP1 inh: blocks the human USP1/UAF1 deubiquitinase complex; 390,000 compounds, 0.23% hits; recombinant USP1/UAF1, Ub-Rhodamine cleavage fluorescence; O94782; Potency, µM (series often up to 57.1 µM), for the others: at the top dose activity change, negative = inhibition, usual class: inhibitors; further: potency means the concentration at half of the fitted maximal effect; on the % scale 0 is the no-effect control and ±100 the full control effect; nearly all actives have a fitted effect of over 60% in size; inactives centre near -12
Target sequence (O94782 whole entry, looked up): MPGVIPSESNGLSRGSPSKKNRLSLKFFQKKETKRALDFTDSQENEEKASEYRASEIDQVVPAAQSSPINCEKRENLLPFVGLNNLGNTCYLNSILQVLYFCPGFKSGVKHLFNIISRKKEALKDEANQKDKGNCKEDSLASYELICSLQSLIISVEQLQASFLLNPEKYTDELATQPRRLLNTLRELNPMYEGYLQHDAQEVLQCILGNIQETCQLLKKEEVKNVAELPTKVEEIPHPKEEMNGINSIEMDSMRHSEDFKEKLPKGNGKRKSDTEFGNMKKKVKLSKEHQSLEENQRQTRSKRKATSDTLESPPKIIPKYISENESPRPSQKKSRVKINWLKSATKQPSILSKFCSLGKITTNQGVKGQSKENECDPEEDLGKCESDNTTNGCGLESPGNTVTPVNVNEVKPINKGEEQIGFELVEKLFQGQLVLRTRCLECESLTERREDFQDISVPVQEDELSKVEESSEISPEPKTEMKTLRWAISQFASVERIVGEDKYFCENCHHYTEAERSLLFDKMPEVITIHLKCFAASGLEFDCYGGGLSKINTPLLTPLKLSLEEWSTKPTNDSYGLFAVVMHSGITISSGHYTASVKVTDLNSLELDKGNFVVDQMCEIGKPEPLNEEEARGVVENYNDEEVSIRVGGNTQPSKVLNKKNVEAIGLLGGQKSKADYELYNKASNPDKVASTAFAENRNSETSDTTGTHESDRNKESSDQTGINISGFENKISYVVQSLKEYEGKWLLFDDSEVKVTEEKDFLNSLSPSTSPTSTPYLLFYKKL
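USP1/UAF1 complex at 1 nM was preincubated with compound for 15 min at room temperature, then Ub-Rho substrate (150nM final) was added. Fluorescence (480/540 nm) was read kinetically, 6 reads every 60 seconds.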
Tb PGK inh: T. brucei PGK inhibition; Potency, µM (highest dose often 57.5 µM), for the others: at the highest dose activity change, negative = inhibition, usual class: inhibitors; PGK/GAPDH coupled, Kinase-Glo luminescence, 60 min; P07378; 380,000 compounds, 0.043% hits; further: potency means the concentration at half of the fitted maximal effect; on the % scale 0 is the no-effect control and ±100 the full control effect; nearly all actives have a fitted effect of over 60% in size
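Recombinant glycosomal PGK reaction used 1,3-bisphosphoglycerate generated in-well by GAPDH (100nM final) in 100mM TEA pH 7.6, 5mM MgCl2, 0.01% Tween-20. After 60 minutes at room temperature, ATP was read by Kinase-Glo Plus luminescence end-point.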
GLS inh: inhibitors of human glutaminase (GLS) | O94925 | GLS enzymatic activity, qHTS titration | Potency, µM (highest dose often 45.5 µM), for the others: at the highest dose activity change, negative = inhibition, usual class: inhibitors | 410,000 compounds, 0.21% hits; further: potency means the concentration at half of the fitted maximal effect; on the % scale 0 is the no-effect control and ±100 the full control effect
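hKGA; 45 mM KH2PO4 pH 8.2 + 0.02% Tween-20; cpd via pin tool; 1 mM Gln soln; GluOx/HRP/Amplex Red; RT 30 min; fluor. t0 & final.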
* = called active by the depositor; i = inactive; ? = inconclusive; . = not tested or not shown; & = joins results of further samples; [ ] = remark or other dose. Unless noted, the call rests on the fitted dose curve; in most records, active means well fitted curve in the direction sought with a large enough effect; inconclusive means small, poorly fitted or top-dose-only effect, or another doubt; inactive means no such curve, though single readings can be large; an effect the other way counts as inactive or inconclusive. An excerpt; rates above refer to the full screens.

SMILES	PI4K2A inh	Pin1 inh	TrxR1 inh	TrxR1 substrate	HP1b chromo inh	IDH1 R132H inh	USP1 inh	Tb PGK inh	GLS inh
COc1ccc(CCn2c(O)c(C=NCc3cccnc3)c(=O)[nH]c2=O)cc1OC	0	2%	-13%	7%[57.1 µM]	-12%	1%	-4%	10%	63%[activator]
COc1ccc(/C=C2/C(=O)NC(=S)N(C3CC3)C2=O)cc1CN1C(=O)c2ccccc2C1=O	-8	3%	?	-1%	?	-3%	-14%	-2%	?
O=C1OC(c2ccc(Cl)cc2)=N/C1=C\N1CC2CC(C1)c1cccc(=O)n1C2 (stereo not drawn)	-1	-2%	-7%	-8%	25%	1%	-5%	6%	-1%
Fc1ccc(C2=CCN(C(c3ccc(Cl)cc3)c3nnnn3Cc3ccccc3)CC2)cc1 (stereo not drawn)	5	50%[activator]	39%[activator]	16%	31%	1%	-33%	-10%	4%
COC(=O)C1=C(c2cccc(C#N)c2)C[C@@H]2CC[C@H]1N2C(=O)NCc1ccc(F)cc1	2	-5%	25%	8%	51%[activator]	-7%	?	4%	0%
O=C(O)[C@@H]1C[C@H]1[C@@H](NP(=O)(c1ccccc1)c1ccccc1)c1ccccc1	2	-3%	?	0%	20%	5%	4%	-7%	4%
O=C(Nc1cc(Cl)cc(Cl)c1)N1Cc2ccccc2-n2nncc2C1	-3	.	.	.	.	-7%	-29%	7%	1%
CCCCCCCCCCCCCCCC[N+](C)(C)C	-5&5	-63%	9%	3%	52%[activator]	-5%	-22%	i	?
COc1ccc(C(=O)CC2(CC(=O)c3ccc(OC)cc3)C(=O)N(C)C(=O)N(C)C2=O)cc1	-1	-1%	10%	3%	37%[activator]	0%	-21%	4%	1%
CCOC(=O)c1c(N)n(CCN2CCCCC2)c2nc3ccccc3nc12	1	?	39%[activator]	294%[activator]	45%[activator]	-4%	-7%	i	49%[activator]
O=C(Nc1cccc2ccccc12)N1Cc2ccccc2-n2nncc2C1	0	.	.	.	.	0%	-23%	1%	1%
COC(=O)CC(NC(=S)N1CC2C[C@@H](C1)Cn1c2cccc1=O)C(=O)OC (stereo partly drawn)	-7	-2%	1%	5%	36%	0%	-10%	-5%	-6%
CCCCn1c(O)c(/C=C/C=Nc2ccccc2)c(=O)[nH]c1=O	5	?	-12%	-12%	45%[activator]	5%	?	-1%	5%
COc1cccc2c(O)c(-c3ccccc3)c(=O)[nH]c12	4	4%	20%	5%	49%[activator]	8%	-22%	-7%	0%
CC1(C)CC(=O)C(C2(O)C(=O)NC(=O)NC2=O)=C(O)C1	0	-9%	4%	-3%	26%	2%	-22%	-5%[11.5 µM]	19%
CCn1c(C)cc(/C=C2\C(=O)NC(=O)N(c3ccccc3C)C2=O)c1C	-4	2%	0%	-5%	31%	-1%	-7%	-6%	0%
CCOc1ccc(N2C(=O)/C(=C/c3ccco3)C(=O)NC2=S)cc1	-81*	?	?	-4%	1.6µM*	-10%	22µM*	?	1.8µM*
CC#CP(=O)(OCC)C(O)(c1ccccc1)C(F)(F)F (stereo not drawn)	-1	3%	0%[57.1 µM]	-7%	15%	8%	1%	3%	4%
Cc1ccc(S(=O)(=O)N2CC2(C)CCl)cc1 (stereo not drawn)	-4	0%	-1%	-4%	32%	0%	1%	-2%	-1%
CCN(CC)c1ccc(N=Cc2c(O)n(CCC3=CCCCC3)c(=O)[nH]c2=O)cc1	4	?	-14%	-12%	15%	0%	193%[activator]	10%	6%
CNS(=O)(=O)c1ccc(N=Cc2c(O)n(-c3ccc(C)cc3)c(=O)[nH]c2=O)cc1	-9	19%	-24%	-13%	38%	0%	2%	0%	11%
O=c1[nH]c(O)c(N=Nc2cc(C(F)(F)F)ccc2Cl)c(=O)[nH]1	-5	7%	8%	1%	39%	5%	-24%	i	3%
CCOP(=O)(OCC)c1cccc(P(=O)(c2ccccc2)c2ccccc2)c1O	1	-24%	-5%	3%	63%[activator]	4%	-8%	-6%	13%
Cc1cccc(N=Cc2c(O)n(C)c(=O)n(C)c2=O)c1	3	0%	6%[57.1 µM]	-12%	30%	6%	-21%	-5%	2%
CN1C2CCC1CC(OC(=O)CCN1CCCC1)C2 (stereo not drawn)	3	-10%	12%	-6%	14%	0%	7%	-7%	9%
COc1ccc2c(c1)NP(=S)(c1ccccc1)N2 (stereo not drawn)	-9	?	8%[2.29 µM]	-5%[57.1 µM]	?	-1%	?	-4%	4%
CCOC(=O)Cn1cc(C=C2C(=O)N(C)C(=O)N(C)C2=O)c2ccccc21	-3	?	5%	3%	15%[57 µM]	3%	?	0%	0%
COc1cccc(CN2CCNCC2)c1	-1	8%	9%	1%	37%	2%	-22%	i	8%
CCc1c(C)nc(N)nc1N1N=C1SCC(=O)OC	3	0%	24%[57.1 µM]	4%[57.1 µM]	0%	3%	1%	i	-10%
COC(=O)C1=C(c2ccc3ccccc3c2)C[C@@H]2CC[C@H]1N2C	-1	3%	30%[57.1 µM]	11%[57.1 µM]	18%	2%	22%	0%	3%
Oc1c(Cl)cccc1Cc1cc(Cl)cc(Cl)c1O	-1	-10%	-12%[2.29 µM]	-10%[2.29 µM]	?	-6%	-5%	-6%	17%
C[C@]12CC[C@@H](O)CC1=CCC1C2CC[C@@]2(C)C1C[C@@H](F)[C@@H]2O (stereo partly drawn)	1	1%	2%[2.29 µM]	5%[57.1 µM]	14%[57 µM]	4%	-8%	-1%	3%
c1ccc(C2NCc3ccccc3-n3cccc32)cc1 (stereo not drawn)	1	-2%	13%	0%	-4%	0%	?	-1%	6%
O=[N+]([O-])c1cccc(CN2CC=C(c3ccc(F)cc3)CC2)c1	-5	0%	18%	-3%	-15%	4%	-10%	-5%	7%
COP(=O)(NS(=O)(=O)c1ccccc1)OC	-5	-4%	16%	3%	65%[activator]	5%	-17%	-4%	0%
CN1[C@@H](CC(=O)c2ccccc2)CCC[C@H]1C[C@H](O)c1ccccc1	2&1	-8%	15%[57.1 µM]	8%[57.1 µM]	79%[activator]	-7%	?	-6%	20%&-23%
CCCCCSc1cc(O)c(C(CNC)C(C)C)cc1OC (stereo not drawn)	-1	2%	-1%[57.1 µM]	16%[57.1 µM]	9%	0%	-14%	-4%	-15%
O=C(N/N=C/c1c(O)n(Cc2ccc(F)cc2)c(=S)[nH]c1=O)c1ccncc1	2	47%[activator]	-5%	4%	13%	-9%	-30%	-5%	0%
Cc1cccc(NC(=S)N2CC3CC(C2)c2cccc(=O)n2C3)c1C (stereo not drawn)	-3	-2%	-12%	-2%	26%	0%	-19%	-7%	1%
COC(=O)C1=C(c2cc3ccccc3s2)C[C@@H]2CC[C@H]1N2C(=O)NCC1CC1	4	4%	18%	-1%	-5%	-3%	?	-1%	1%
O=C(C1CCN(S(=O)(=O)N2CCOCC2)CC1)N1CCC2(CC1)OCCO2	13	5%	19%	-2%	38%	9%	-9%	-4%	-2%
Nc1ccc([N+](=O)[O-])cc1	7	3%	18%	-4%	14%	-10%	-10%	i	-3%
C#CC[N+]1(C)[C@@H]2CC[C@H]1CC(OC(=O)C(CO)c1ccccc1)C2 (stereo partly drawn)	-2	4%	5%[2.29 µM]	5%[57.1 µM]	16%	-5%	0%	-9%	5%
CCC(C(=O)N1CCC2(CC1)OCCO2)n1c2ccccc2c2nc(=O)cc(C)n21 (stereo not drawn)	2	-5%	-9%	-3%	52%[activator]	6%	-3%	1%	3%
CCCCCn1c(=O)c(C(=O)Nc2ccccc2)c(O)c2ccccc21	1	3%	16%	8%	73%[activator]	14%	-15%	-10%	-7%

Single records (already shown). Screens in order: PI4K2A inh, Pin1 inh, TrxR1 inh, TrxR1 substrate, HP1b chromo inh, IDH1 R132H inh, USP1 inh, Tb PGK inh, GLS inh
COc1ccc(CCn2c(O)c(C=NCc3cccnc3)c(=O)[nH]c2=O)cc1OC across the screens: 0, 2%, -13%, 7%[57.1 µM], -12%, 1%, -4%, 10%, 63%[activator]
COC(=O)C1=C(c2ccc3ccccc3c2)C[C@@H]2CC[C@H]1N2C across the screens: -1, 3%, 30%[57.1 µM], 11%[57.1 µM], 18%, 2%, 22%, 0%, 3%
CCC(C(=O)N1CCC2(CC1)OCCO2)n1c2ccccc2c2nc(=O)cc(C)n21 (stereo not drawn) across the screens: 2, -5%, -9%, -3%, 52%[activator], 6%, -3%, 1%, 3%
COP(=O)(NS(=O)(=O)c1ccccc1)OC across the screens: -5, -4%, 16%, 3%, 65%[activator], 5%, -17%, -4%, 0%

Later entries
SMILES	PI4K2A inh	Pin1 inh	TrxR1 inh	TrxR1 substrate	HP1b chromo inh	IDH1 R132H inh	USP1 inh	Tb PGK inh	GLS inh
CC(C)(C)n1cc(C(=O)c2ccccc2OCCCF)cn1	-1	-3%	15%	2%	33%	-8%	-13%	i	0%
O=C(O)c1sccc1Oc1ccc(F)cc1[N+](=O)[O-]	-5	-10%	?	4%[57.1 µM]	21%	-2%	2%	0%	2%
COC(=O)C1=C(c2ccc(OCc3ccccc3)cc2)C[C@@H]2CC[C@H]1N2C(=O)NCCCCc1ccccc1	6	.	.	.	.	-2%	-16%	-8%	-1%
Cc1ccc2c(c1)C1C[N+](C)(CC(=O)c3ccc(Cl)cc3Cl)CCC1N2C(=O)c1ccc(F)cc1 (stereo not drawn)	-5	-6%	-4%	3%	?	-2%	-15%	-4%	0%
COC(=O)C1=C(c2ccc(-c3ccccc3)c(F)c2)C[C@@H]2CC[C@H]1N2C(=O)NC1CC1	-2	?	13%	-4%	14%	-5%	?	-2%	-1%
